# B2AR arrestin: agonists driving beta-arrestin recruitment to human beta2-adrenergic receptor; P07550; beta-arrestin recruitment to beta2AR, cell-based reporter; Potency, µM (top dose mostly 46.1 µM), for inactives: at the highest dose activation, actives largely listed as activators; 330,000 compounds, 0.02% hits;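 further: potency means the concentration at half of the fitted maximal effect; 0% = DMSO controls and full agonism = EC100 isoproterenol or metaproterenol; nearly all actives have a fitted effect of over 65% in size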
# Target sequence (P07550 whole entry, looked up): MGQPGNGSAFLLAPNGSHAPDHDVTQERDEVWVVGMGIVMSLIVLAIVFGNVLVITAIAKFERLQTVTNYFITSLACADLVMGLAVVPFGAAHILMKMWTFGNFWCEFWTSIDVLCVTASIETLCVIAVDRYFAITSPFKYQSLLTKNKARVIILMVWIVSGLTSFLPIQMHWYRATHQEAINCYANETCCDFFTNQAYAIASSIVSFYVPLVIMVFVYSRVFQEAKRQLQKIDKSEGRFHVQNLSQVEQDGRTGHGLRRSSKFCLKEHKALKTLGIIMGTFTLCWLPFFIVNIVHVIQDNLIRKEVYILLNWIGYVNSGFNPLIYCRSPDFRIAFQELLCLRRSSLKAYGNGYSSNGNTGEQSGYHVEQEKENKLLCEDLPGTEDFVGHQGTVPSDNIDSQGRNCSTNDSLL
# BRCA1 expr up: BRCA1 expression activation; MCF7-BRCA1-FFLuc reporter, luminescence, 48 h; response scale: scaled: vehicle 0%, 10 µM genistein 100%; 380,000 compounds, 1.1% hits; Potency, µM (doses to about 46.1 µM), without a hit: at the top dose activation, most hits filed as activators; further: potency means the concentration at half of the fitted maximal effect; nearly all actives have a fitted effect of over 80% in size; some results filed as inactive show a strong effect at the top dose
#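 Luminescence from a BRCA1-driven firefly luciferase in MCF7 cells was read after 48 h compound exposure at 37 C. Data normalized against DMSO and a 10microM genistein activation control, then curve-fitted across the titration.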
# p53 reactivator: mutant p53 re-activation in reporter cells; H1299 p53-A138V BP100-luciferase reporter, luminescence, 24 h; Potency, µM (titrated, usually from 92.2 µM), for inactives: top-dose activity change, positive = activation, usual class: activators; 320,000 compounds, 0.063% hits; AID 504706; further: potency means the concentration at half of the fitted maximal effect; % of control where 0% means no effect; nearly all actives have a fitted effect of over 45% in size
#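 p53-null H1299 cells stably carrying temperature-sensitive p53-A138V and a BP100-luciferase reporter were pinned with compounds (4-point, 1:5 series) and held 24 hrs at 37 deg C. Luminescence was read 10 min after detection reagent.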
# TSG101-PTAP inh: blocks PTAP/TSG101 interaction to inhibit HIV-1 budding; Fluorescence polarization, FITC-PTAP peptide / Tsg101 binding; Potency, µM (titrated, usually from 115 µM), for inactives: top-dose activity change, negative = inhibition, usual class: inhibitors; 340,000 tested, under 10 active; AID 493005; active means well fitted inhibition curve with a large enough effect in the main read-out, with a control signal flat, not every such curve was filed as active; inconclusive means small, poorly fitted or top-dose-only effect, or effect the other way, or a change in a side signal; inactive means no such curve, though single readings can be large or run the other way; further: potency means the concentration at half of the fitted maximal effect; % of control where 0% means no effect
# Target sequence (Q99816 whole entry, looked up): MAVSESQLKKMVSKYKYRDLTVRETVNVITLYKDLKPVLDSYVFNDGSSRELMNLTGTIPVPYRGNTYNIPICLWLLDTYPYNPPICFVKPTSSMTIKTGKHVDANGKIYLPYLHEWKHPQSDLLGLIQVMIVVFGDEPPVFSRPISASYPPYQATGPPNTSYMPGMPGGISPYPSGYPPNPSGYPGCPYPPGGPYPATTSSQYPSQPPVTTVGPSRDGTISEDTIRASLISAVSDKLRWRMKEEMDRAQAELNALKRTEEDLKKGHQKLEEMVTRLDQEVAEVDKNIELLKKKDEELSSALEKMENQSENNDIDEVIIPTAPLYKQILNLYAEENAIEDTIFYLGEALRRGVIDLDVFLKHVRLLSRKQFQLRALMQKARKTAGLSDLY
#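 Fluorescence anisotropy tracks displacement of a FITC-tagged PTAP peptide (50 nM) from the Tsg101 binding domain (10 uM), following a 20 min room-temperature incubation at pH 7.5.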
# a7 integrin act: activates integrin-mediated alleviation for muscular dystrophy | 350,000 compounds, 0.064% hits | Potency, µM (series often up to 38.3 µM), for the others: at the highest dose activation, actives largely listed as activators | alpha7betagal myoblasts, beta-gal FDG fluorescence, 48 h;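 further: potency means the concentration at half of the fitted maximal effect; 100% = response of the positive control SU9516; nearly all actives have a fitted effect of over 60% in size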
#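 Alpha7betagal+/- myoblasts (passage 13) were plated 16-24 hr, then exposed to compounds (1:260 dilution of DMSO stock) for 48 hours at 37C. After MPER lysis, β-galactosidase reporter activity was read as FDG fluorescence (ex 480/em 540) after 30 minutes.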
# AT treatment: potential ataxia-telangiectasia treatments restoring KAP-1 phosphorylation. Potency, µM (doses to about 57.5 µM), inactives show top-dose activation, most hits filed as activators. […] A-T fibroblasts, KAP-1 phosphorylation AlphaLISA; neocarzinostatin DNA damage 30 min before lysis. 320,000 compounds, 0.19% hits; further: potency means the concentration at half of the fitted maximal effect; % of control where 0% means no effect; nearly all actives have a fitted effect of over 45% in size
#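 ATM-like activity read as KAP-1 phosphorylation via AlphaLISA donor/acceptor antibody pairs after lysis and 6 hr at 25C. Cells were ATM-null patient fibroblasts ([…], hTERT), dosed 60 min, then exposed to the DSB inducer NCS for 30 min.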
# TCR activator: activates T cell receptor signaling | primary human leukocytes, anti-CD3, IL-2 HTRF, 48 h | Potency, µM (top dose mostly 9.22 µM), inactives show at the highest dose activation of IL-2 secretion, usual class: activators | 330,000 tested, under 10 active | AID 504894; further: % of control where 0% means no effect
#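 48 hr co-incubation of compounds, a-CD3 beads and primary human leukocytes; IL-2 quantified homogeneously by HTRF with anti-IL-2 K and d2 conjugates.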
# MLL CXXC-DNA inh: inhibitors of human MLL CXXC domain-DNA interaction; MLL-CXXC / FITC-HOXA9 DNA fluorescence polarization; 290,000 compounds, 0.037% hits; Q03164; Potency, µM (top dose mostly 115 µM), without a hit: top-dose activity change, negative = inhibition, most hits filed as inhibitors; active means well fitted inhibition curve with a large enough effect in the polarisation, with a control signal flat, not every such curve was filed as active; inconclusive means small, poorly fitted or top-dose-only effect, or effect the other way, or a change in a side signal; inactive means no such curve, though single readings can be large or run the other way; the % refers to the polarisation; further: potency means the concentration at half of the fitted maximal effect
#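 Steps: dispense CXXC domain solution (7 uM) → pin compounds or unlabeled HOX-A9 DNA control → 5 min ambient → add FLSN-HOX-A9 solution (50 nM) → spin → 30 min ambient → fluorescence polarization. Tris pH 7.5/NaCl/DTT/BSA buffer.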
# ELG1 repair inh: blocks ELG1-dependent DNA repair in HEK293T cells; HEK293T ELG1-luciferase reporter, luminescence, 16 h; DNA damage induced by 5-fluorouridine; Potency, µM (top dose mostly 46.1 µM), without a hit: at the top dose activity change, negative = inhibition, hits mostly inhibitors; 330,000 compounds, 2.3% hits; further: potency means the concentration at half of the fitted maximal effect; on the % scale 0 is the no-effect control and ±100 the full control effect; nearly all actives have a fitted effect of over 55% in size
#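 5-Fluorouridine DNA damage + compound/DMSO, 2,000 cells/well, 16 h, 37 °C/5% CO2. ONE-Glo, 30 min RT, luminescence. Readout = decrease in reporter signal.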
# TRPV1 agonist: agonists of human vanilloid receptor 1 (TRPV1); Q8NER1; TRPV1-expressing cells, Fluo-8 calcium influx, agonist mode; activation, % at 8.33 µM; 320,000 compounds, 0.19% hits; in the data active means activation above about 80%; inconclusive means between about 30% and that limit; further: 0% is about no effect
#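 Cells expressing TRPV1 were dye-loaded with Fluo-8 and read kinetically: 10 s baseline, 3 min after compound (agonist portion), then 2 min after EC20 capsaicin (allosteric enhancer portion). Calcium-bound dye fluorescence at 480/520 nm.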
# Numbers without * were called inactive; ? = inconclusive; . = no result given; [ ] = another dose, or the depositor's remark. Unless noted, the call rests on the fitted dose curve; in most records, active means well fitted curve in the direction sought with a large enough effect; inconclusive means small, poorly fitted or top-dose-only effect, or another doubt; inactive means no such curve, though single readings can be large; an effect the other way counts as inactive or inconclusive. An unsorted share of the library. Share with any hit: about 3.8%.
SMILES,B2AR arrestin,BRCA1 expr up,p53 reactivator,TSG101-PTAP inh,a7 integrin act,AT treatment,TCR activator,MLL CXXC-DNA inh,ELG1 repair inh,TRPV1 agonist
COCc1cc(=O)oc2cc(NS(=O)(=O)c3ccc(C)cc3)ccc12,-0.8%,-14%,-3%,0%,8%,9%,-6%,0%,0%,10
C/C=C/C(=O)OCC(=O)Nc1cccc(Br)c1,0.0%,0%,-1%,1%,-9%,-7%,-3%,6%,11%,5
COc1ccc(C[C@H]2CN3C(=NC[C@@H]3Cc3ccc(O)cc3)N2C[C@H](C)NC(=O)CCC2CCCCC2)cc1,?,-4%,0%,1%,16%,0%,7%,19%,-8%,-1
CCOC(=O)N1CCN(S(=O)(=O)c2ccc(C(=O)N(CCCN(C)C)c3nc4c(C)c(C)ccc4s3)cc2)CC1,0.3%,-40%,3%,-3%,-33%,-2%,-2%,.,-5%,9
O=C1c2ccccc2C(=O)N1CCCc1c[nH]c2ccccc12,-0.1%,24%,?,0%,7%,-4%,4%[46.1 µM],2%,?,23
CC(=O)c1cccc(NC(=O)CSc2ccc(-c3ccccn3)nn2)c1,0.4%,-32%,26%,-1%,-17%,7%,1%,?,11%,4
Cc1nn(C)c(C)c1NS(=O)(=O)c1ccc(Cl)s1,0.2%,-7%,-2%,-7%,?,-2%,3%,.,-22%,.
Cn1c(COc2ccc(Cl)cc2)nc2ccccc2c1=O,-2.3%,12%,?,-5%,-14%,3%,3%,14%,?,14
CCOC(=O)c1sc(NC(=O)CSc2nc(-c3ccco3)cc(C(F)(F)F)n2)c(C(=O)OCC)c1C,.,3%,.,-5%,23%,.,-1%,.,.,.
COc1cc(OC)cc(C(=O)Oc2c(CN3CCOCC3)cc(Cl)c3cccnc23)c1,4µM*,-26%,2%,-2%,-50%[inhibitor],5%,-8%,12%,16µM*,17
COc1ccccc1C1=NOC(C)(c2sc(-c3ccccc3)nc2C)C1 (stereo not given),.,7%,.,1%,-12%,.,0%,.,.,.
CN(Cc1nc(CCc2ccccc2)no1)Cc1cccs1,2.5%,73%,11%,1%,7%,-6%,9%,-1%,?,21
CC(=O)Nc1ccc(NC(=O)C(C)OC(=O)c2ccc(S(=O)(=O)N3CCCCCC3)cc2)cc1 (stereo not given),0.0%,-53%,-1%,-8%,-64%[inhibitor],4%,-5%[46.1 µM],.,17%,.
O=C(CCl)NCCCN(C(=O)C(Cl)Cl)c1ccc([N+](=O)[O-])cc1,-0.6%,-78%,-13%,-4%,-64%[inhibitor],-2%,1%,0%,?,2
COc1cc(SC)ccc1C(=O)OCC(=O)NCCC1=CCCCC1,0.0%,11%,5%,0%,-4%,2%,11%,.,-4%,-1
COc1ccc(NC(=O)c2cccc(NC(=O)C3C4CC5OC(=O)C3C5C4)c2)c(OC)c1 (stereo not given),-0.1%,-14%,2%,1%,12%,5%,4%,-4%,3%,-3
O=C(N/N=C/c1ccc2cccc(OCc3ccccc3)c2n1)c1ccc(Cl)cc1,-0.7%,-13%,-3%,-1%,6%,9%,2%,2%,?,9
COc1ccc(Nc2nc3ccc(C)cc3cc2C#N)c(OC)c1,-0.9%,-24%,11%,-9%,40%,2%,-6%[46.1 µM],-2%,7%,5
CCCCc1cc(=O)oc2cc(OC(C)C(=O)NCc3ccccn3)c(Cl)cc12 (stereo not given),-0.2%,-5%,-9%,0%,?,-2%,-1%,2%,?,8
O=[N+]([O-])c1ccc(Oc2ccc(F)cc2Br)c2ccncc12,-0.9%,-67%[inhibitor],12%,-3%,-56%[inhibitor],5%,3%,-1%,?,-3
CC(=O)c1cc2c(cc1N/C(=N/S(=O)(=O)c1ccccc1)c1ccc(Cl)cc1)OCO2,-0.5%,-52%,2%,0%,15%,.,0%[46.1 µM],22%,-4%,-1
CCOC(=O)c1cc(=O)n(Cc2ccccc2C)c2ccccc12,0.2%,-34%,-3%,-1%,-15%,-2%,-1%,-1%,-11%,?
CC(=O)Oc1ccc2oc(/C=C/N(C)C)c([N+](=O)[O-])c2c1,-0.6%,16%[1.84 µM],12%,0%,12%,1%,7%,38%[activator],?,0
COc1ccccc1C=NN=Cc1ccccc1O,.,-31%,.,0%,21%,.,-6%,.,.,.
C/C(CC(=O)Nc1ccc(C)c(Cl)c1)=N\NC(=O)c1ccncc1,-0.1%,-19%,-2%,-2%,5%,0%,0%,-3%,8%,?

# The final two entries of the section above lead into the next.
SMILES,B2AR arrestin,BRCA1 expr up,p53 reactivator,TSG101-PTAP inh,a7 integrin act,AT treatment,TCR activator,MLL CXXC-DNA inh,ELG1 repair inh,TRPV1 agonist
COc1ccccc1C=NN=Cc1ccccc1O,.,-31%,.,0%,21%,.,-6%,.,.,.
C/C(CC(=O)Nc1ccc(C)c(Cl)c1)=N\NC(=O)c1ccncc1,-0.1%,-19%,-2%,-2%,5%,0%,0%,-3%,8%,?
O=C(CSc1nc(-c2ccccc2Cl)ns1)Nc1ccc2c(c1)OCO2,-0.4%,18%,?,-1%,1%,-5%,-6%[46.1 µM],9%,14%,26
CCNS(=O)(=O)c1ccc(CCC(=O)N2CCN(C(=O)OCC)CC2)cc1,0.0%,-2%,.,-5%,20%,-1%,.,-15%,-10%,-3
CCc1ccc(N(C(=O)c2csnn2)C(C(=O)NC(C)(C)CC)c2cccnc2)cc1 (stereo not given),0.2%,7%,8%,0%,-26%,-3%,2%,5%,-7%,9
CCCCN(CCCC)CCCN1CC(=O)N2[C@@H](Cc3c([nH]c4ccccc34)C2(C)C)C1=O,0.2%,2%,0%,-2%,17%,?,0%,-11%,6%,-1
COc1cc(C(=O)Nc2nnc(C(F)(F)F)s2)c([N+](=O)[O-])cc1OC,-0.5%,2%,-3%,-6%,?,4%,-5%,4%,-16%,5
CCc1nc2ccccc2nc1N1CCN(S(=O)(=O)c2ccc(Cl)cc2)CC1,-0.5%,-40%,-1%,-2%,-14%,7%,0%,-9%,-21%,2
O=C(Nc1cnn(C23CC4CC(CC(C4)C2)C3)c1)c1cc(-c2ccccc2)on1,0.1%,-28%,1%,-7%,15%,0%,-24%,14%,-13%,27
COc1ccc2oc(=O)c(C(=O)Nc3cccc(C(C)=O)c3)cc2c1,0.1%,?,?,-2%,?,-4%,-4%,1%,?,-4
COc1cc(OC)c2c(C)cc(=O)oc2c1,1.9%,-22%,-14%,-15%,?,8%,8%,4%,?,3
Cc1ccc(S/C(=N\S(=O)(=O)c2ccc(Cl)cc2)c2ccccc2)cc1,3.2%,-14%,-4%,-3%,7%,2%,-3%,8%,?,-1
O=C1C=C(NS(=O)(=O)c2ccccc2)C(=O)c2ccccc21,.,-79%,.,-6%,-35%,.,9%,.,.,.
CCOC(=O)N1CCN(C(=O)c2oc3ccc(S(=O)(=O)N4CCCCC4)cc3c2C)CC1,-2.8%,-58%,-4%,-4%,-21%,-4%,2%,-1%,?,0
Cc1ccc(S(=O)(=O)N2CCN(C(=O)CSc3nnnn3C)C2)cc1,-0.2%,17%,?,0%,3%,1%,-1%,-3%,9%,-9
Nc1nnc(SCC(=O)OCC(=O)Nc2ccccc2)s1,-0.7%,-5%,0%,2%,9%,3%,-6%,-10%,5%,1
CCCN(CCC)C(=O)c1ccc2nc(-c3ccc(OC)c(OC)c3)c(-c3ccc(OC)c(OC)c3)nc2c1,0.0%,-28%,-8%,0%,3%,0%,-2%,7%,12µM*,0
CCN(CC)c1ccc(C2C(C(=O)OCCOC)=C(C)NC3=C2C(=O)CC(C)(C)C3)cc1 (stereo not given),-0.8%,-18%,-4%,-1%,-23%,8%,5%,-1%,8%,1
O=C(Cc1cccs1)Nc1cccc(-c2nc3cc4ccccc4cc3[nH]2)c1,-0.2%,-84%[inhibitor],?,-2%,-57%[inhibitor],7%,-4%[46.1 µM],15%,?,9
COCCNC(=O)COc1ccc(Br)cc1Cl,0.1%,26%,7%,3%,1%,7%,2%,-3%,?,0
O=C(NCCc1ccc(C(F)(F)F)cc1)C1CCC(=O)N(CCc2cccc(F)c2)C1 (stereo not given),0.3%,-7%,8%,1%,4%,7%,0%,0%,20%,3
COc1cccc(/C=N/NC(=O)C(=O)N2CCCC2)c1O,-0.9%,10%,?,-4%,-18%,30%,2%,20%,?,-3
COc1ccc(NC(=O)CCCN2C(=O)C3CC=CCC3C2=O)cc1 (stereo not given),-0.3%,23%,.,.,18%,-1%,-7%,-2%,?,-1
CC(OC(=O)c1ccc(Br)c(S(=O)(=O)N2CCOCC2)c1)C(=O)NC1CCCCC1C (stereo not given),0.1%,-11%,0%,0%,-2%,15%,.,.,-19%,3
Cc1occc1C(=O)Nc1cccc2ccccc12,0.0%,0%,?,-9%,18%,.,-11%[46.1 µM],20%,?,?
